Tau fluor counter: counter-screen for tau fibril formation inhibitors. AID 1463. Potency, µM (top dose mostly 57.7 µM), inactives show at the top dose activity change, negative = decrease. 280,000 tested, 0.93% active. tau K18 P301L (four-repeat tau fragment) Alexa594 fluorescence, heparin fibrillization; further: on the % scale 0 is the no-effect control and ±100 the full control effect; nearly all actives have a fitted effect of over 55% in size
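Human K18 P301L tau (15 uM unlabeled plus 0.24 uM Alexa 594-labeled, final) in 100 mM sodium acetate pH 7 was mixed with compound and 20 uM heparin and incubated 6 hr at 37 C.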
NPSR antagonist: blocks cAMP signaling of the human neuropeptide S receptor; 220,000 tested, 1% active; AID 1461; CHO-NPSR cells, cAMP TR-FRET, antagonist mode; Q6W5P4; Potency, µM (top dose mostly 38.3 µM), for inactives: at the top dose activity change, negative = inhibition, usual class: inhibitors; further: on the % scale 0 is the no-effect control and ±100 the full control effect; nearly all actives have a fitted effect of over 50% in size; many of its hits are not listed in these tables
ALDH1A1 inh: blocks purified human ALDH1A1 activity. Potency, µM (highest dose often 75.3 µM), inactives show at the highest dose activity, negative = inhibition, most hits filed as inhibitors. 220,000 tested, 7.3% active. Purified ALDH1A1, NADH fluorescence, propionaldehyde substrate; active means well fitted inhibition curve with a large enough effect, not every such curve was filed as active; inconclusive means small, poorly fitted or top-dose-only effect, or another doubt; inactive means no such curve, though single readings can be large or run the other way;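 further: plate controls were no enzyme wells and a reference inhibitor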
Target sequence (P00352 whole entry, looked up): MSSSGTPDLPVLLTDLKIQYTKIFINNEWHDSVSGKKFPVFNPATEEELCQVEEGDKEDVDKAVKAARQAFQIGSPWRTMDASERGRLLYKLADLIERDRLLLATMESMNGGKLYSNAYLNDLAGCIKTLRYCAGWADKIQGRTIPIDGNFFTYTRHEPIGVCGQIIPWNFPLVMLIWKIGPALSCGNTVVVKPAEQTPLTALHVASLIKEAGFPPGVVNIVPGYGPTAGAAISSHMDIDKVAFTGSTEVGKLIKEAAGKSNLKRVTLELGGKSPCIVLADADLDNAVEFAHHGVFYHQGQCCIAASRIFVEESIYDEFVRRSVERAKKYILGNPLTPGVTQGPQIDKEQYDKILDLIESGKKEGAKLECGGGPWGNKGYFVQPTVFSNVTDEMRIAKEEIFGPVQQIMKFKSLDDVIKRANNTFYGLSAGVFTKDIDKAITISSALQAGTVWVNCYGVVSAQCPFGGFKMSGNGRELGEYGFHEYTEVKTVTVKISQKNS
aGlu spleen mod: inhibits or activates alpha-glucosidase in human spleen homogenate; P10253; human spleen homogenate, 4-MU-alpha-glucoside fluorescence; Potency, µM (titrated, usually from 79.9 µM), for inactives: at the highest dose activity change, negative = inhibition, actives largely listed as inhibitors; 240,000 tested, 0.006% active; AID 2112;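 further: 0% = enzyme with vehicle and -100% = no enzyme basal signal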
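Human spleen homogenate (1 ug) with 4-methylumbelliferyl-alpha-D-glucopyranoside (1 mM final) in 50 mM citrate/phosphate pH 5.0, 0.01% Tween-20; 40 min at 37 C. Stopped at pH 10; 4-MU fluorescence Ex 365/Em 440 nm; AC50 by Hill fit.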
GAA inhib: inhibitors of human lysosomal alpha-glucosidase. purified human GAA, 4-MU-alpha-glucoside fluorescence. AID 1466. 200,000 tested, 0.005% active. Potency, µM (series often up to 76.9 µM), without a hit: top-dose activity change, negative = inhibition, actives largely listed as inhibitors. P10253;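 further: plate controls were uninhibited enzyme wells for no effect and no-enzyme background for full effect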
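AC50 values come from Hill fits of compound titrations (up to 77 uM) against 4 nM human enzyme. Substrate 4-methylumbelliferyl-alpha-D-pyranoside at 400 uM, pH 5.0 citrate buffer, 20 min room temperature; fluorescence Ex 365/Em 440 after alkaline stop.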
Epigenetic reg: regulators of epigenetic silencing causing reporter derepression in mouse cells; murine LDR cells, GFP reporter derepression, 30 h; Potency, µM (highest dose often 53.9 µM), for inactives: top-dose GFP activation, most hits filed as activators; 280,000 tested, 0.2% active; AID 1865; further: % of control where 0% means no effect; nearly all actives have a fitted effect of over 60% in size
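Murine LDR cells bearing a silenced CMV-driven GFP reporter were exposed to compound for 30 h at 37 C. After PBS washes, GFP-positive cells (20-120 um objects) counted by laser-scanning microplate cytometry.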
GAA glycogen mod: alters human alpha-glucosidase cleavage of glycogen; Potency, µM (doses to about 76.4 µM), inactives show at the top dose activity change, negative = inhibition, usual class: inhibitors; P10253; 300,000 tested, 0.38% active; recombinant GAA, glycogen substrate, Amplex Red glucose oxidase fluorescence;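 further: 0% = full enzyme reaction and -100% = no-enzyme basal signal; the screen sought inhibitors and activators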
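Recombinant enzyme (4 nM final) with compounds titrated up to 77 uM and bovine liver glycogen (30 ug) in citrate pH 5.0, 0.01% Tween-20, 37 C 40 min. Released glucose detected by Amplex Red/glucose oxidase (Ex 573/Em 610); AC50 from Hill fits.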
aGal spleen mod: inhibits or activates alpha-galactosidase in human spleen homogenate | P06280 | human spleen homogenate, 4MU-alpha-Gal fluorescence, 40 min | Potency, µM (series often up to 80 µM), without a hit: at the highest dose activity change, negative = inhibition, most hits filed as inhibitors | 240,000 tested, 0.008% active;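 further: 0% = enzyme with vehicle and -100% = no enzyme basal signal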
Target sequence (P06280 32-429 limits assumed): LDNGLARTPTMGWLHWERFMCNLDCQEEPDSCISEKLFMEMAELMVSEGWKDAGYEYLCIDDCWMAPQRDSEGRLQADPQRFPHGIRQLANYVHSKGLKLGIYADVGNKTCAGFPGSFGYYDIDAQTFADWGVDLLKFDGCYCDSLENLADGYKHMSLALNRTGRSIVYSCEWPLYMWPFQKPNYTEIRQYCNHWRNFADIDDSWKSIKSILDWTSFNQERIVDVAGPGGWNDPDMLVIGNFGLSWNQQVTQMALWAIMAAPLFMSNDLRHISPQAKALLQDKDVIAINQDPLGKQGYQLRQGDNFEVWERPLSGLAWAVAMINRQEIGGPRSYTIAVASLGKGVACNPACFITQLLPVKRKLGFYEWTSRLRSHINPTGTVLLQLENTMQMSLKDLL
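qHTS titration in buffer at pH 5.0. Alpha-galactosidase activity in spleen homogenate was measured via 4-methylumbelliferone release from 1 mM fluorogenic substrate after 40 min at 37C and a pH 10 stop. AC50 came from Hill fits of control-normalized data.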
Numbers without * were called inactive; ? = inconclusive; / = not tested or not shown; & = joins results of further samples; [ ] = dose if it differs, or a comment. Unless noted, the call rests on the fitted dose curve; in most records, active means well fitted curve in the direction sought with a large enough effect; inconclusive means small, poorly fitted or top-dose-only effect, or another doubt; inactive means no such curve, though single readings can be large; an effect the other way counts as inactive or inconclusive. Potency means the concentration at half of the fitted maximal effect.

SMILES	Tau fluor counter	NPSR antagonist	ALDH1A1 inh	aGlu spleen mod	GAA inhib	Epigenetic reg	GAA glycogen mod	aGal spleen mod
COCC(=O)N1CCC(Oc2ccc(C(=O)NCc3cnc(C)cn3)cc2)CC1	-3%	-9%	0%	-1%	/	0.0%	6%	5%
O=S(=O)(c1ccc(Oc2ccc(S(=O)(=O)N3CCOCC3)cc2)cc1)N1CCOCC1	-22%	-19%[7.67 µM]	-4%	-5%	1%	0.2%	5%	0%
CCOc1ccccc1C(=O)NCCCN1CCN(CCCNC(=O)c2ccccc2OCC)CC1	13%	22%[46.1 µM]	3%	4%	-5%	0.0%	12%	-3%
CC(C)(C)c1ccc(OCCCC(=O)Nc2ccc(S(N)(=O)=O)cc2)cc1	-23%	2%	-7%	6%	0%	0.9%	-3%	4%
CN1CCN(c2ccc(Cl)cc2NC(=O)c2cccc(S(=O)(=O)N(C)C)c2)CC1	4%	-7%[46.1 µM]	?	1%	6%	0.0%	?	7%
Cc1cc(C)c(-n2nnnc2SCC(=O)c2cc3ccccc3o2)c(C)c1	?	-17%	/	12%	/	?	-8%	1%
COC(c1ccccc1)c1nnc(CCC(=O)NCc2ccc3ncccc3c2)o1 (stereo unspecified)	-4%	2%	9%	-12%	7%	-0.2%	-5%	-1%
COc1cccc(COC(=O)c2nn(-c3ccccc3)nc2N)c1	?	-5%	?	5%	-3%	-5.3%&-1.1%	2%	-10%
Cc1nn(C)c(C)c1NC(=O)Nc1ccc(Cl)c(Cl)c1	?	4%	0%	8%	-4%	-2.5%	-14%	-2%
Cc1ccc(OCC(=O)NN=C2c3ccccc3-c3ccccc32)cc1	-7%	-14%[46.1 µM]	?	-11%	-3%	-0.8%	-6%	-16%
O=C(/C=C/c1ccc2c(c1)OCO2)c1ccc(F)cc1	-11%	-9%	?	-5%	-13%	5.4%	4%	3%
OCCC1CN(Cc2ccc(Oc3ncccn3)cc2)CCN1C1CCCCC1 (stereo unspecified)	10%	15%	/	3%	/	0.0%	4%	0%
CCc1ccccc1NC(=O)c1cc(=O)c2ccccc2o1	-12%	-8%	-4%	7%	7%	0.2%	22%	4%
NC1C=CC=C(C(=O)O)C1 (stereo unspecified)	-5%&-12%	-10%[46.1 µM]	-3%&0%	-6%&4%	/	1.0%&0.0%	/	-8%&-1%
NC(=O)c1ccc(N2CCN(c3ccccc3F)CC2)c([N+](=O)[O-])c1	-29%	22%	2%	2%	-9%	-1.3%	3%	-5%
CS(=O)(=O)N(CC(=O)NC1CCCC1)c1ccc(Oc2ccccc2)cc1	-7%	12%	-6%	9%	1%	0.1%	-11%	-5%
CSc1nnc(Cc2ccc3c(c2)OCO3)o1	-3%	-3%[46.1 µM]	8%	-8%	-3%	-0.7%	11%	-1%
CCCOC(=O)Nc1nc2ccccc2o1	-3%	1%[46.1 µM]	9%	-9%	-1%	2.2%	9%	-2%
COc1cccc(Cn2c(NCC(C)C)nc3c2c(=O)n(C)c(=O)n3C)c1	-21%	-12%[46.1 µM]	-8%	-2%	1%	0.0%	4%	0%
CN1C(=O)COc2ccc(C(=O)c3ccccc3C(=O)O)cc21	8%	15%	-4%	-2%	1%	1.1%	4%	0%
Cc1onc(-c2ccccc2Cl)c1C(=O)N1CCCc2ccccc21	-8%	-12%[46.1 µM]	2%	-21%	4%	2.6%	-6%	-18%
CN(C)CCOC(=O)CC12CC3CC(C1)CC(CC(=O)OCCN(C)C)(C3)C2	7%[2.34 µM]	14%	?	-5%	?	-1.1%	4%	-2%
S=C(NCCc1ccccc1)N/N=C/C1CCCCC1	-7%	-44%	-6%	-5%	1%	-2.8%	-1%	-2%
O=C(NCc1ccco1)c1nn(-c2ccccc2)c(=O)c2ccccc12	-11%	-17%[46.1 µM]	?	-1%	-2%	0.8%	4%	-5%
CC(=O)N1N=C(c2ccccc2)OC1(C)CC(=O)Nc1ccccc1 (stereo unspecified)	0%	-9%[46.1 µM]	?	-3%	0%	-1.9%	8%	-1%
Next entries follow:
SMILES	Tau fluor counter	NPSR antagonist	ALDH1A1 inh	aGlu spleen mod	GAA inhib	Epigenetic reg	GAA glycogen mod	aGal spleen mod
Cn1ncc2c(=O)[nH]cnc21	9%	3%	16%	-2%	-6%	-1.6%	-2%	-13%
Cc1ccc(S(=O)(=O)N2CCCN(S(=O)(=O)c3ccc4ccccc4c3)CC2)cc1	-24%	-3%[46.1 µM]	-3%	-7%	-3%	-0.8%	-4%	-3%
CCCNC(=O)NC(C(=O)OC)C12CC3CC(CC(C3)C1)C2 (stereo unspecified)	0%	-1%[46.1 µM]	-2%	-2%	-13%	0.0%	6%	3%
O=c1c2cnn(-c3ccccc3)c2nc(-c2cccs2)n1-c1cccc(Cl)c1	-16%	-24%	?	3%	-1%	0.0%	10%	4%
CCc1c(C(=O)Nc2ccc(OC)c(Cl)c2)[nH]c(C)c1C(C)=O	?	-12%[46.1 µM]	7%	-16%	4%	-0.9%	-3%	0%
COc1ccc(-n2nc(C(=O)NCC(=O)NCC3COc4ccccc4O3)c3ccccc3c2=O)cc1 (stereo unspecified)	-10%	-13%	-2%	1%	-6%	-1.5%	6%	9%
COc1cc2c(cc1OC)CN(C(=O)c1ccc(Br)o1)CC2	-7%	-8%	/	1%	/	3.7%	3%	-1%
COc1ccc(CC(NC(C)=O)C(=O)NC2CCN(S(=O)(=O)c3cccc4ccccc34)CC2)cc1OC (stereo unspecified)	-3%	-6%[46.1 µM]	2%	-4%	-11%	0.0%	6%	-4%
CCOC(=O)C1CCCN(C(=O)c2cccc(S(=O)(=O)N3CC(C)OC(C)C3)c2)C1 (stereo unspecified)	-11%	47%	/	5%	/	-0.4%	-5%	6%
CN(C)/C=C(\C#N)S(=O)(=O)c1ccc(Cl)cc1	1%	12%	/	0%	/	-0.1%	1%	-4%
Cc1ccoc1C(=O)NCc1occc1C(=O)O	4%	7%[46.1 µM]	3%	-8%	-8%	1.5%	-5%	3%
CC(C)=CCN1CCN(Cc2ccc(N3CCNC3=O)cc2)CC1CCO (stereo unspecified)	-1%	-16%	-8%	0%	1%	-1.0%	22%	2%
COc1cc(C(=O)N/N=C\c2ccccc2)c([N+](=O)[O-])c(OC)c1OC	-1%	13%[46.1 µM]	-11%	-1%	-3%	0.0%	-9%	0%
CCOc1ccc(NC(=O)COC(=O)c2cccnc2)cc1	1%	4%[46.1 µM]	-6%	0%	-2%	0.7%	3%	-1%
CCOc1ccccc1NC(=O)Nc1cccc(S(N)(=O)=O)c1	-11%	13%	3%	-1%	?	2.1%	-14%	3%
COC(=O)CCC(=O)OC1(C)C(=O)C=C2C=C(C3CC3)OC=C2C1=O (stereo unspecified)	-13%	/	-4%	8%	/	-1.1%	/	4%
Cc1ccc(NC(=S)Nc2ccc(OC(F)F)c(Cl)c2)cc1F	?	6%	?	-3%	-5%	1.1%	-4%	5%
CC(Sc1nc2scc(-c3ccccc3)c2c(=O)[nH]1)C(=O)NC(N)=O (stereo unspecified)	-14%	-26%	/	-2%	/	-1.1%	-2%	-4%
CCC(=O)c1c(NC(C)C)cc(C)oc1=O	-10%	33%	-7%	2%	0%	-0.9%	9%	1%
CCNc1nc(Oc2ccccc2)nc(OC(C)C(=O)OCC)n1 (stereo unspecified)	7%	-7%[46.1 µM]	-7%	0%	-3%	2.0%	1%	-3%
CC1=[N+](C)c2c(ccc3cccnc23)C1(C)C	7.1µM*[fluorescent]	46%	?	0%	8%	?	-20%	-39%
COC(=O)c1ccc(CN2CCC(CO)(Cc3ccc(OC)cc3)CC2)cc1	1%	0%	-1%	1%	-4%	0.9%	4%	0%
CCS(=O)(=O)N1N=C(c2ccc(NS(C)(=O)=O)cc2)CC1c1ccccc1 (stereo unspecified)	7%	11%	?	2%	6%	9.0%	-2%	7%

Gathered by group, the compounds so far with a halogen
SMILES	Tau fluor counter	NPSR antagonist	ALDH1A1 inh	aGlu spleen mod	GAA inhib	Epigenetic reg	GAA glycogen mod	aGal spleen mod
CN1CCN(c2ccc(Cl)cc2NC(=O)c2cccc(S(=O)(=O)N(C)C)c2)CC1	4%	-7%[46.1 µM]	?	1%	6%	0.0%	?	7%
Cc1nn(C)c(C)c1NC(=O)Nc1ccc(Cl)c(Cl)c1	?	4%	0%	8%	-4%	-2.5%	-14%	-2%
O=C(/C=C/c1ccc2c(c1)OCO2)c1ccc(F)cc1	-11%	-9%	?	-5%	-13%	5.4%	4%	3%
NC(=O)c1ccc(N2CCN(c3ccccc3F)CC2)c([N+](=O)[O-])c1	-29%	22%	2%	2%	-9%	-1.3%	3%	-5%
Cc1onc(-c2ccccc2Cl)c1C(=O)N1CCCc2ccccc21	-8%	-12%[46.1 µM]	2%	-21%	4%	2.6%	-6%	-18%
O=c1c2cnn(-c3ccccc3)c2nc(-c2cccs2)n1-c1cccc(Cl)c1	-16%	-24%	?	3%	-1%	0.0%	10%	4%
CCc1c(C(=O)Nc2ccc(OC)c(Cl)c2)[nH]c(C)c1C(C)=O	?	-12%[46.1 µM]	7%	-16%	4%	-0.9%	-3%	0%
COc1cc2c(cc1OC)CN(C(=O)c1ccc(Br)o1)CC2	-7%	-8%	/	1%	/	3.7%	3%	-1%
CN(C)/C=C(\C#N)S(=O)(=O)c1ccc(Cl)cc1	1%	12%	/	0%	/	-0.1%	1%	-4%
Cc1ccc(NC(=S)Nc2ccc(OC(F)F)c(Cl)c2)cc1F	?	6%	?	-3%	-5%	1.1%	-4%	5%

Reformatted: results already given.
CC(C)=CCN1CCN(Cc2ccc(N3CCNC3=O)cc2)CC1CCO (stereo unspecified)
  Tau fluor counter: -1%
  NPSR antagonist: -16%
  ALDH1A1 inh: -8%
  aGlu spleen mod: 0%
  GAA inhib: 1%
  Epigenetic reg: -1.0%
  GAA glycogen mod: 22%
  aGal spleen mod: 2%

COc1cc(C(=O)N/N=C\c2ccccc2)c([N+](=O)[O-])c(OC)c1OC
  Tau fluor counter: -1%
  NPSR antagonist: 13%[46.1 µM]
  ALDH1A1 inh: -11%
  aGlu spleen mod: -1%
  GAA inhib: -3%
  Epigenetic reg: 0.0%
  GAA glycogen mod: -9%
  aGal spleen mod: 0%

These rows are one share of the data, so the mix of outcomes need not match the whole.
